# High-throughput results from PubChem BioAssay.
# PTHR1 ag: PTHR1 (human) receptor agonism | AID 743266 | Potency, µM (series often up to 115 µM), for inactives: at the highest dose activation, hits mostly activators | hit rate 0.075% among 410,000 | Q03431 | HEK293 GP2 PTHR1 cells, GloSensor cAMP luminescence, 1 h; further: nearly all actives have a fitted effect of over 55% in size; some results filed as inactive show a strong effect at the top dose; inactives centre near -15; many of its hits are not listed in these tables
# Target sequence (Q03431 whole entry, looked up): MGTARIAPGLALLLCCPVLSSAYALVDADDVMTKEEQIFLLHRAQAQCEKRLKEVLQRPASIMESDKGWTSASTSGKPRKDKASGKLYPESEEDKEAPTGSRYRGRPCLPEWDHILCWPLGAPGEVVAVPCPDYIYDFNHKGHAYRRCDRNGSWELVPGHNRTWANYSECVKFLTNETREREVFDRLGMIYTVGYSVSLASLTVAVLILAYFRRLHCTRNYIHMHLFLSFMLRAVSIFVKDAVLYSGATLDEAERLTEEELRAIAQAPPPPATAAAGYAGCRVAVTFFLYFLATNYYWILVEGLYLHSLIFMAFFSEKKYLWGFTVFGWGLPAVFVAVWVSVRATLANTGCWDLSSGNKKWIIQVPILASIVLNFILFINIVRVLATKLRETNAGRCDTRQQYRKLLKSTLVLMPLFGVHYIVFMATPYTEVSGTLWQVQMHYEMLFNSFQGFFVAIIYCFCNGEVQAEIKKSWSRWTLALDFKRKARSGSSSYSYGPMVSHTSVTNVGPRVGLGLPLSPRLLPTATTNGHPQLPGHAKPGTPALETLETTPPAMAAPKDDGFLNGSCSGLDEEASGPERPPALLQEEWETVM
#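 HEK-293-derived GP2 cells expressing PTHR1 and a GloSensor cAMP reporter, 3,000/well, plated overnight, given luciferin plus IBMX (each 0.5 mM as added) for 1 h at 37 °C, then compound for 1 h at 37 °C. Luminescence was read after 15 min at room temperature.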
# EPAC1 ag: agonists of human EPAC1 | O95398 | EPAC1 agonist qHTS, biochemical assay; response scale: 100% = response to 6.5 mM cAMP | Potency, µM (top dose mostly 154 µM), inactives show at the highest dose activation, most hits filed as activators | hit rate 0.073% among 360,000; further: nearly all actives have a fitted effect of over 60% in size
#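 Fluorescent GDP-exchange assay: 100 nM EPAC1 with 250 nM Rap1B preloaded with BODIPY-GDP and 50 uM GDP; compounds tested as concentration series, 5 min at room temperature, then read every 5 min for 30 min (ex 480/em 540 nm); normalized to 6.5 mM cAMP.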
# EPAC1 antagonist: blocks human EPAC1 exchange factor; O95398; EPAC1 GEF assay, Rap1b-BODIPY-GDP exchange fluorescence; Potency, µM (doses to about 115 µM), for inactives: top-dose activity change, negative = inhibition, most hits filed as inhibitors; hit rate 0.14% among 360,000; AID 720709;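 further: plate controls were vehicle for no effect and positive control for full effect; nearly all actives have a fitted effect of over 50% in size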
# TDP-43 yeast inh: inhibitors of TDP-43 toxicity in yeast; Potency, µM (top dose mostly 46.1 µM), without a hit: top-dose growth rescue (activation), most hits filed as activators; TDP-43 expressing yeast growth rescue, BacTiter-Glo, 24 h; hit rate 1.8% among 410,000; AID 652104; further: % of control where 0% means no effect; nearly all actives have a fitted effect of over 50% in size
#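 Yeast cells expressing TDP-43 under galactose induction are exposed to compounds for 24 hr at 30 deg C. BacTiter-Glo luminescence measures growth, so protective compounds score as activators.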
# aSyn rescue: rescues yeast growth from alpha-synuclein toxicity; Potency, µM (titrated, usually from 46.1 µM), inactives show at the highest dose growth rescue (activation), actives largely listed as activators; hit rate 0.14% among 370,000; Yeast expressing alpha-synuclein, growth rescue, BacTiter-Glo, 24 h; further: % of control where 0% means no effect; nearly all actives have a fitted effect of over 65% in size
#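 Rescue of yeast growth: cells expressing toxic alpha-synuclein, induced in galactose at OD600 0.02, incubated with compound 24 h at 30 C. ATP luminescence quantified growth; inhibitors of toxicity appear as activators.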
# FUS suppressor: rescues growth of FUS-expressing yeast; AID 1347120; Potency, µM (top dose mostly 76.6 µM), without a hit: top-dose growth rescue (activation), usual class: activators; hit rate 0.24% among 390,000; S. cerevisiae FUS-expressing, growth rescue, OD600, 24 h;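 further: plate controls were DMSO vehicle for no effect and reference control for full effect; nearly all actives have a fitted effect of over 55% in size; some results filed as inactive show a strong effect at the top dose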
#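 Galactose (2%) drives FUS expression in yeast precultured in raffinose; seeding density OD 0.005. Test compounds incubated 24hr at 30C and 99% humidity before absorbance at 600 nm was measured.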
# EPAC2 antagonist: blocks human EPAC2 exchange factor; Q8WZA2; EPAC2 GEF exchange of Rap1B-BODIPY-GDP, fluorescence; Potency, µM (series often up to 114 µM), for the others: top-dose activity, negative = inhibition, hits mostly inhibitors; hit rate 0.18% among 360,000; AID 720708; further: on the % scale 0 is the no-effect control and ±100 the full control effect; nearly all actives have a fitted effect of over 45% in size; many of its hits are not listed in these tables
# EPAC2 agonist: agonists of human EPAC2 (RAPGEF4). AID 720711. EPAC2 activation, biochemical qHTS; response scale: 100% = 6.5 mM cAMP response. hit rate 0.079% among 360,000. Potency, µM (series often up to 154 µM), for inactives: at the highest dose activation, most hits filed as activators; further: nearly all actives have a fitted effect of over 50% in size
#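 Guanine nucleotide exchange by EPAC2 is measured as reduced fluorescence of BODIPY-GDP once it is released from 250 nM Rap1B. Plates are read kinetically for 30 min at room temperature; results are scaled to 6.5 mM cAMP.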
# Numbers without * were called inactive; i = inactive; ? = inconclusive; . = not tested or not shown; & = joins results of further samples; [ ] = another dose, or the depositor's remark. The call rests on the fitted dose curve; in most records, active means well fitted curve in the direction sought with a large enough effect; inconclusive means small, poorly fitted or top-dose-only effect, or another doubt; inactive means no such curve, though single readings can be large; an effect the other way counts as inactive or inconclusive. Potency means the concentration at half of the fitted maximal effect.
no.	canonical_smiles	PTHR1 ag	EPAC1 ag	EPAC1 antagonist	TDP-43 yeast inh	aSyn rescue	FUS suppressor	EPAC2 antagonist	EPAC2 agonist
1	CC(C)n1cc(/C=C2/NC(=O)N(c3cccc(Cl)c3)C2=O)c2ccccc21	-9%	9%	5%	7%	-3%	20%	0%	1%
2	CCOC(=O)c1ccc(NC(=O)C2C3C=CC(C3)C2C(=O)O)cc1 (configuration not stated)	i	14%	7%	0%	-2%	-25%	-1%	-8%
3	COCCCNC(=S)N(CCO)Cc1cc2cc3c(cc2[nH]c1=O)OCO3	i	0%	-9%	-15%[1.82 µM]	0%	4%	13%	-3%
4	COc1ccc(-n2c(=S)[nH]c3cc(C(=O)N(C)Cc4ccccc4)ccc3c2=O)cc1	-29%	12%	0%	0%	-2%	?	-16%	7%
5	COc1ccc(CCNC(=S)N2CCN(S(=O)(=O)c3ccccc3F)CC2)cc1	-8%	0%	-1%	?	3%	.	-3%	0%
6	CCOc1ccc2[nH]c(C)c(CN(C)C)c(=O)c2c1	i	0%	3%	-8%	-2%	-8%	2%	7%
7	O=C1c2ccc(Oc3ccc([N+](=O)[O-])cc3)cc2C(=O)N1c1ccncc1	-23%	-7%	-11%	-5%[0.397 µM]	9%	8%	3%	2%
8	Cc1cc(NC(=O)CSCC(=O)Nc2cccc(S(=O)(=O)N3CCCCCC3)c2)no1	-4%	-1%	-7%	-44%[inhibitor]	-1%	37%	5%	3%
9	CCOC(=O)C1=CCN(S(=O)(=O)c2ccccc2F)C1c1ccc(Cl)cc1 (configuration not stated)	-37%[inhibitor]	6%	-10%	16µM*	13%	32%	?	13%
10	O=C1CC2(CCN(C(=O)COc3ccccc3F)CC2)Oc2ccccc21	i	-3%	?	23%	16%	19%	2%	2%
11	CC(=O)N(CCOc1ccccc1)CCOc1ccccc1	-24%	4%	-3%	30%	6%	12%	-12%	6%
12	CCn1c(CSc2nc(C)cc(C)n2)nnc1SCC(=O)Nc1ccccc1	-18%[57.5 µM]	1%	2%	26%	2%	23%	-3%	9%
13	Cc1cc(C)cc(NC(=S)NCc2cccnc2)c1	-5%	-4%	-11%	-1%	-6%	.	0%	-1%
14	O=C(NCC(=O)N1CCC(Cc2ccccc2)CC1)c1ccc(Cl)cc1	-37%[inhibitor]	-4%	-2%	?	3%	.	-3%	6%
15	CC(NC(=O)C(=O)N/N=C/c1ccccc1)c1ccccc1 (configuration not stated)	-9%	-17%	-2%	9%	1%	-31%	-4%	4%
16	Cc1ccc(-c2cnc(NC(=O)CCC(=O)N3CCCCC3)n2C)cc1	i	2%	1%	-7%	-2%	4%	-6%	13%
17	O=C(CSc1ccsc1[N+](=O)[O-])Nc1cc(F)ccc1F	i	2%	?	?	-4%	6%	17%	5%
18	Cc1ccc2c(c1)N(C(=O)CCC(=O)Nc1ccccc1Cl)CC(C)O2 (configuration not stated)	-2%&10%	-10%	8%	?	1%	18%&10%	-8%	11%
19	COc1ccc(NC(=O)/C(=C\c2ccco2)NC(=O)c2ccco2)cc1	i	8%	13%	3%	10%	28%	-1%	8%
20	Clc1ncc(CN2CCN(c3ccccc3)CC2)s1	i	-3%	4%	-6%	-1%	-23%	1%	1%
21	CCC1CCCCN1S(=O)(=O)c1ccc(C(=O)Nc2nnc(C3=COCCO3)o2)cc1 (configuration not stated)	-48%[inhibitor]	3%	11%	27%	12%	.	-1%	-1%
22	Cc1ccc(C)c(Cn2nc(-c3cc(C)ccc3C)ccc2=O)c1	-25%	-2%	-16%	-19%&0%	24%	?	?	24%
23	O=C(NCCCN=C1NS(=O)(=O)c2ccccc21)c1ccc(F)cc1	i	1%	7%	6%	3%	.	3%	8%
24	S=C(Cc1ccccc1)Nc1ccccc1	-10%	5%	-3%	8.9µM*	2%	.	4%	6%
25	Cc1cccc(C(=O)NC2CCN(CC(=O)Nc3ccccc3Cl)CC2)c1	-41%[inhibitor]	1%	7%	1%	7%	22%	-3%	9%
26	CCn1c(SCC(=O)Nc2nnc(C)s2)nnc1C(C)NC(=O)c1ccccc1 (configuration not stated)	i	-5%	-14%	-3%	-6%	17%	8%	7%
27	COc1ccc(-c2oc(=O)c3cc(OC)c(OC)cc3c2-c2ccc3c(c2)OCO3)cc1	i	-278%[inhibitor]	?	16%	0%	?	3%	12%
28	O=C(O)CCCNS(=O)(=O)Cc1ccccc1	-9%	10%	3%	9%	1%	-12%	-13%	-3%
29	COC(=O)c1ccc(N2CCN(c3ccccc3)CC2)c(NC(=O)C2CC2)c1	i	0%	-1%	0%	0%	.	-7%	9%
30	CC1=C(C(=O)OC(C)C)C(c2ccccn2)n2ncnc2N1 (configuration not stated)	i	3%	9%	0%	2%	-20%	8%	0%
31	CC(C)(C)C(=O)Nc1cccc2[nH]ncc12	-15%	-6%	-9%	-7%	-16%	5%	-1%	-3%
32	O=C1COc2ccc(S(=O)(=O)CCC(=O)NC3CCCCC3)cc2N1	i	5%	-26%	-4%	-10%	-17%	1%	7%
33	N#C/C(=N\Nc1ccc([N+](=O)[O-])cc1)C(N)=S	-19%	-9%	-23%	-20%	-47%[inhibitor]	7%	-23%	-8%
34	Cc1ccsc1C(=O)N1CCN(C(=O)c2ccco2)CC1	-85%[inhibitor]	-5%	-6%	-10%	-1%	-21%	3%	5%
35	COc1ccc(S(=O)(=O)N2CCC(Cc3ccccc3)CC2)cc1C(N)=O	-42%[inhibitor]	-2%	7%	-7%	-24%	-15%	0%	-5%
36	O=C(COC(=O)CCC(=O)c1ccc(F)cc1)Nc1ccc(N2CCOCC2)cc1	-24%[57.5 µM]	-6%	8%	-11%	0%	-2%	6%	-21%
37	COCCSc1ccccc1C(=O)NCc1cccnc1	?	-18%	-19%	-13%	-11%	5%	-2%	-4%
38	CCN(CC(=O)Nc1ccc(C)c(F)c1)CC(=O)NC(C)(C)C	i	-4%	12%	-9%[9.22 µM]	4%	8%	3%	-3%
39	Cc1ccccc1-c1ccc2c(c1)O[C@@H](CN(C)Cc1ccc(C(=O)O)cc1)[C@@H](C)CN([C@H](C)CO)S2(=O)=O	-21%	-18%	14%	0%	?	4%	-15%	-9%
40	COc1ccc(CC(=O)NCC2CCCN(Cc3ccccc3OC)C2)cc1 (configuration not stated)	12%	17%	-2%	0%	-13%	2%	1%	6%

# A different layout for part of the listing above:
(38) CCN(CC(=O)Nc1ccc(C)c(F)c1)CC(=O)NC(C)(C)C
  PTHR1 ag: i
  EPAC1 ag: -4%
  EPAC1 antagonist: 12%
  TDP-43 yeast inh: -9%[9.22 µM]
  aSyn rescue: 4%
  FUS suppressor: 8%
  EPAC2 antagonist: 3%
  EPAC2 agonist: -3%

(33) N#C/C(=N\Nc1ccc([N+](=O)[O-])cc1)C(N)=S
  PTHR1 ag: -19%
  EPAC1 ag: -9%
  EPAC1 antagonist: -23%
  TDP-43 yeast inh: -20%
  aSyn rescue: -47%[inhibitor]
  FUS suppressor: 7%
  EPAC2 antagonist: -23%
  EPAC2 agonist: -8%

# The listing continues.
no.	canonical_smiles	PTHR1 ag	EPAC1 ag	EPAC1 antagonist	TDP-43 yeast inh	aSyn rescue	FUS suppressor	EPAC2 antagonist	EPAC2 agonist
41	COC(=O)C1(C)CCCC2(C)c3cc(OC)ccc3C(=O)C(Br)C12 (configuration not stated)	-11%	8%	-2%	25µM*	-4%	?	-22%	19%
42	CCC(=O)NCCSc1c[nH]c2ccccc12	i	2%	2%	12%	0%	-13%	-2%	11%
43	COc1ccc(NC(=O)c2ccccc2N2C(=O)C3C4C=CC(C5CC45)C3C2=O)c(OC)c1 (configuration not stated)	-29%	11%	5%	-12%	-11%	17%	1%	11%
44	CSc1nc2c(c(=O)n1Cc1ccccc1)SC(C)C2 (configuration not stated)	-13%[57.5 µM]	10%	-3%	25%	-24%	-3%	-2%	18%
45	CCC(C)c1ccc(NC(=S)N2CCN(S(C)(=O)=O)CC2)cc1 (configuration not stated)	-43%[inhibitor]	-12%	-7%	8%	2%	8%	-1%	-9%
46	CC(=O)Nc1ccc(NC(=O)C(=O)N/N=C/c2cccnc2)cc1	i	-7%	2%	7%	-4%	-6%	2%	3%
47	COc1ccc(/C=C/C(=O)N2CCCC2)cc1OC	?	-1%	5%	-16%	-2%	10%	9%	18%
48	COc1cc(C2NC(=S)NC3=C2C(=O)CCC3)ccc1O (configuration not stated)	i	1%	13%	-14%	-11%	16%	1%	-1%
49	COc1ccc(CCNC(=O)CSc2nc3c(sc(=S)n3-c3ccccc3)c(=O)[nH]2)cc1OC	i	-1%	-7%	-1%	-4%	-2%	3%	4%
50	O=C(c1nc2ccccn2c1CNCC1OCCc2ccccc21)N1CCOCC1 (configuration not stated)	25%	7%	12%	-33%[inhibitor]	-1%	12%	6%	8%
51	Cc1cc(NC(=O)c2cnn3c(C(F)(F)F)cc(-c4ccc(Br)cc4)nc23)no1	-10%	18%	7%	-10%	24%	-5%	-9%	10%
52	COc1ccc(S(=O)(=O)N2CCCCCC2)cc1C(=O)OCC(=O)NC(N)=O	i	-2%	4%	-14%	-8%	?	12%	5%
53	COc1ccc(CC(=O)Nc2nc3ccccc3s2)cc1S(=O)(=O)N1CCOCC1	-17%[57.5 µM]	0%	-3%	14%	3%	11%	-1%	8%
54	CC12CCC(C(=O)N3CCN(c4ccccc4)CC3)(CC1=O)C2(C)C (configuration not stated)	i	-6%	-1%	3%	5%	6%	-2%	6%
55	O=C(c1cccs1)N1CCN(c2ncc(Br)cn2)CC1	-27%	4%	-6%	?	3%	-6%	-1%	13%
56	O=C(Nc1ccccc1-c1ccccc1)NC1CC2CCCC(C1)N2Cc1ccc(F)cc1 (configuration not stated)	-5%	5%	11%	-6%	0%	16%	-5%	4%
57	O=C(NCCc1ccc([N+](=O)[O-])cc1)c1ccccc1	i	0%	10%	18%	-1%	-6%	5%	2%
58	CCN(CC)CCCNc1nc2ccccc2c2[nH]c3ccc(OC)cc3c12	-13%	-6%	10%	25%	-7%	.	3%	-3%
59	O=C(NCc1cccnc1)c1ccc2c(c1)C(=O)N(Cc1ccccc1)C2=O	?	3%	-13%	-12%	-5%	20%	-6%	10%
60	Cc1ccc2oc(C(=O)NC3CCS(=O)(=O)C3)cc(=O)c2c1 (configuration not stated)	-24%	-5%	10%	-9%	-18%	22%	13%	-1%
61	COc1ccc(-c2nnc(N3CCCCC3)c3ccccc23)cc1	i	-6%	-4%	15%	-2%	-1%	-5%	-6%
62	Cc1ccc(CNc2ncnc3onc(C)c23)cc1	-43%[inhibitor]	.	.	?	-3%	-23%	.	.

# The list is partial. The share of hits here may be higher or lower than overall.
